Bioassay records (PubChem BioAssay)
FLuc counter = inhibits or activates purified firefly luciferase, miR-21 counter-screen; P08659; purified FLuc, Km substrates, luminescence inhibition; Potency, µM (series often up to 57.5 µM), for inactives: at the top dose activity change, negative = inhibition, hits mostly inhibitors; hit rate 6.9% among 360,000; AID 588342;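 also: potency is read from the fitted curve at half-maximal effect; plate controls were vehicle for no effect and reference inhibitor for full effect; nearly all actives have a fitted effect of over 55% in size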
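Purified P. pyralis luciferase (10nM final) with 10uM D-luciferin and 10uM ATP (Km levels) in 50mM Tris acetate pH 7.5, 10mM Mg acetate, 0.01% Tween-20, 0.05% BSA; qHTS 6-point titration, ~60 µM downward; luminescence read.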
RORgamma inh = ROR gamma (mouse) transcription inhibition; P51450; Drosophila S2 Gal4-RORgamma UAS-luciferase reporter, 20 h; Potency, µM (top dose mostly 53.6 µM), for the others: at the highest dose activity change, negative = inhibition, usual class: inhibitors; hit rate 5.4% among 310,000; AID 2551; also: potency is read from the fitted curve at half-maximal effect; % is scaled to controls: 0 for no effect and ±100 for the full control effect; nearly all actives have a fitted effect of over 60% in size
Target sequence (P51450 whole entry, looked up, the tested form may be a part): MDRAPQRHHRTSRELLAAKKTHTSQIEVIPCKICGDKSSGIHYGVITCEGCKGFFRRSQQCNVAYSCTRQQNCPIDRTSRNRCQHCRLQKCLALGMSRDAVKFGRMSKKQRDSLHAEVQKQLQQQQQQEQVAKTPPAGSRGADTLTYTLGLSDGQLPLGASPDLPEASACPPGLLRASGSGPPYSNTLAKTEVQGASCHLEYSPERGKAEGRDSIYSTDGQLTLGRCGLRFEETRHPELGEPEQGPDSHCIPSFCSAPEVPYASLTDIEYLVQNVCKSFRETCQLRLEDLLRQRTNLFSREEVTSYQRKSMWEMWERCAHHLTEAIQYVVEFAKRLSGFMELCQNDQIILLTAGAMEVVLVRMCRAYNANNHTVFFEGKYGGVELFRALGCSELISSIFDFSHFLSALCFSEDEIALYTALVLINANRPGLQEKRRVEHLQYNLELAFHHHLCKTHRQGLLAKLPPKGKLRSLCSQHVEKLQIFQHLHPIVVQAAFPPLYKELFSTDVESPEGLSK
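Luminescence from a UAS-regulated Photinus luciferase reporter in stably transfected Drosophila Schneider cells is measured; decreased signal marks ROR gamma inhibition. Fusion expression is induced by 700 uM copper sulfate for 20 hr.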
NPC1 promoter act = activates the NPC1 promoter | AID 485313 | Huh7 NPC1 promoter luciferase reporter, 24 h | hit rate 2.4% among 320,000 | Potency, µM (doses to about 9.22 µM), without a hit: at the top dose activation, most hits filed as activators;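 also: potency is read from the fitted curve at half-maximal effect; % of control where 0% means no effect; nearly all actives have a fitted effect of over 60% in size; reporter is driven by a mutant NPC1 promoter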
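NPC1 promoter–luciferase Huh7 cells; 24 h compound; luminescence.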
VP16 counter = inhibits Gal4-VP16 luciferase reporter, ROR gamma counter-screen | Potency, µM (doses to about 53.6 µM), for the others: at the highest dose activity, negative = inhibition, hits mostly inhibitors | Drosophila S2 Gal4-VP16 UAS-luciferase, luminescence, 20 h | hit rate 3.5% among 310,000 | AID 2546;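 also: Gal4-VP16 expression switched on by copper sulfate through the metallothionein promoter; potency is read from the fitted curve at half-maximal effect; % is scaled to controls: 0 for no effect and ±100 for the full control effect; nearly all actives have a fitted effect of over 50% in size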
Coupling enz = inhibits coupling enzyme system, counter-screen for aldolase hits | hit rate 0.67% among 290,000 | coupling enzyme system counterscreen, AmpLite Red fluorescence | activity change, negative = inhibition, % at 58.2 µM, hits read low; in the data active = activity change below about -30%; also: % is scaled to controls: 0 for no effect and ±100 for the full control effect
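First, compound is pin-transferred into glyceraldehyde-3-phosphate coupling-enzyme reagent at 57.5 uM final and held 10 min at RT. Next, substrate, coupling system and AmpLite Red are added. After 20 min RT, fluorescence (525/598 nm) is read.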
Rab9 promoter act = Rab9 promoter activation; Huh7 Rab9 promoter-luciferase reporter, luminescence, 24 h; AID 485297; hit rate 2.8% among 320,000; Potency, µM (top dose mostly 9.22 µM), inactives show top-dose activation, negative = inhibition, usual class: activators; also: potency is read from the fitted curve at half-maximal effect; % of control where 0% means no effect; nearly all actives have a fitted effect of over 60% in size
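Cell-based reporter: Huh7 stable for Rab9 promoter-driven luciferase, plated in reduced-serum medium with 10% FBS at 1500 cells/well, compound-treated 24 h at 37 °C, luminescence read after 10 min reagent.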
KCNH2 3.1 inh = inhibitors of human KCNH2 3.1 potassium channel isoform; U2OS KCNH2 3.1, thallium flux FluxOr; hits give low values; activity change, % (tested at about 1.8 µM); hit rate 0.95% among 340,000; AID 720553;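 active = maximum activity change below -70%; inconclusive = maximum activity change from -70% to -50%; inactive = maximum activity change above -50%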;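 also: thallium influx rate constant from kinetic fluorescence after stimulation buffer; % is scaled to controls: 0 for no effect and ±100 for the full control effect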
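Thallium flux via FluxOr fluorescence (Red40 quencher, 45 min loading) in U2OS cells virally expressing the KCNH2 3.1 isoform (1.77 x 10^8 /mL virus, overnight at 37 C). Rate constants from 2-min kinetic reads post-stimulation, normalised to positive and negative controls.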
Tb PFK block = blocks T. brucei phosphofructokinase | O15648 | hit rate 0.17% among 330,000 | Potency, µM (top dose mostly 57.5 µM), for the others: at the highest dose activity, negative = inhibition, hits mostly inhibitors | T. brucei PFK, ADP-Glo luminescence;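 also: potency is read from the fitted curve at half-maximal effect; 0% = uninhibited 1x PFK enzyme wells and -100% = no-enzyme wells; nearly all actives have a fitted effect of over 60% in size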
Target sequence (O15648 whole entry, looked up): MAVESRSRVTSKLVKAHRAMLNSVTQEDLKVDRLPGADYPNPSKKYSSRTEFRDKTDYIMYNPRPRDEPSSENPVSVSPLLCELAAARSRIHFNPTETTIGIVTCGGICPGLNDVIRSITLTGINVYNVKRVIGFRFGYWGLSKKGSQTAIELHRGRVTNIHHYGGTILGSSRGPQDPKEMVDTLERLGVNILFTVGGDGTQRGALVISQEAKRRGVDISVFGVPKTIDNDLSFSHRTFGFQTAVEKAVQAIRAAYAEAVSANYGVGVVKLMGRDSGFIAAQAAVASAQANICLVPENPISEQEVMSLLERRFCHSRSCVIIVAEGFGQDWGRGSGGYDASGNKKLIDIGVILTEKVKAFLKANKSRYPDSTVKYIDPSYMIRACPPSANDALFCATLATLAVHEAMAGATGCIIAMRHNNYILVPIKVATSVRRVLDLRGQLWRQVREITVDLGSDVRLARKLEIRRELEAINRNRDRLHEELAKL
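Luminescent ADP detection (ADP-Glo, two-step: ATP depletion then ADP-to-ATP conversion for luciferase) reported PFK activity after 45 min room-temperature reaction of 1.25 nM enzyme with 0.5 mM F6P and 0.1 mM ATP at pH 8.0.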
ELG1 genotoxic = genotoxicity induction in ELG1-luciferase HEK293T cells | HEK293T ELG1-luciferase reporter, luminescence, 16 h | Potency, µM (series often up to 46 µM), for the others: at the highest dose activity change, positive = activation, hits mostly activators | hit rate 1.3% among 330,000 | AID 504466; also: potency is read from the fitted curve at half-maximal effect; % of control where 0% means no effect; nearly all actives have a fitted effect of over 60% in size
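After overnight (16 hr) compound treatment at 37 °C, ELG1-luciferase HEK293T cells were lysed with ONE-Glo; luminescence quantified 30 min later at room temperature.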
uPA generation = inhibitors of cell surface uPA generation; cell surface uPA generation assay, qHTS; Potency, µM (top dose mostly 38.3 µM), for the others: at the highest dose activity change, negative = inhibition, hits mostly inhibitors; hit rate 0.31% among 330,000; active = well fitted inhibition curve with a large enough effect; inconclusive = small, poorly fitted or top-dose-only effect; inactive = no such curve, though single readings can be large or run the other way; tested in mouse RAW 264.7 cells; also: potency is read from the fitted curve at half-maximal effect; % is scaled to controls: 0 for no effect and ±100 for the full control effect; nearly all actives have a fitted effect of over 55% in size
Giardia killer = kills Giardia lamblia; Giardia lamblia trophozoite viability; activity change, % at 7.66 µM, hits read low; hit rate 0.15% among 340,000; AID 540267; in the data active = activity change below about -80%; inconclusive = between about -30% and that limit;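 also: parasites exposed to compound for two days anaerobically before the ATP read; % is scaled to controls: 0 for no effect and ±100 for the full control effect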
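Trophozoites 100 cells/well + cpd; 48 hrs, 37 deg C, anaerobic. ATPLite 1-Step added, 15-30 min RT, luminescence read (ATP-based viability).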
* hit, by the source's call; ? = inconclusive; . = not tested or not shown; [ ] = dose if it differs, or a comment. Unless noted, calls follow the shape of the dose curve; as a rule, active = well fitted curve in the direction sought with a large enough effect; inconclusive = small, poorly fitted or top-dose-only effect, or another doubt; inactive = no such curve, though single readings can be large; an effect the other way counts as inactive or inconclusive. Compounds as they come, and some 14% of all compounds hit somewhere here.

cpd | mol | FLuc counter | RORgamma inh | NPC1 promoter act | VP16 counter | Coupling enz | Rab9 promoter act
1 | O=C(CSC(=S)N1CCN(c2ccccc2)CC1)Nc1nc(-c2ccccc2)c(-c2ccccc2)o1 | 2% | 10µM* | -2% | -7% | 2 | 0%
2 | COC(=O)[C@]1(C)N[C@H](CN(C)S(=O)(=O)c2ccc(OC)cc2)[C@@H]2C(=O)N(C)C(=O)[C@@H]21 | . | . | . | . | . | .
3 | CCOC(=O)c1nn(-c2cccc(OC)c2)c2nc(CC)c(C#N)c(=O)n12 | 4% | -1% | -3% | -13% | 4 | -2%
4 | COc1ccccc1CNc1nc(-c2cc(C)n(C)c2C)cs1 | -11% | 5% | -4% | -10% | -6 | -4%
5 | CCc1c(C)nc(SCC(N)=O)c(C#N)c1C | 4% | ? | 0% | 10% | 5 | 7%
6 | Cc1cccc(-n2c(SCC(N)=O)nnc2-c2ccco2)c1 | -3% | -12% | 0% | -8% | 1 | 0%
7 | Cc1cccc(-n2nnc(C(=O)Nc3ccc(F)cc3)c2N)c1 | 6µM* | ? | 1.6µM* | -2% | -3 | 2.8µM*
8 | O=C(/C=C/C(=O)N1CCc2ccccc2C1)N1CCc2ccccc2C1 | -3% | ? | 0% | 20µM* | 0 | -2%
9 | CC(=O)NC[C@H]1CN(c2ccc(N3CCOCC3)c(F)c2)C(=O)O1 | -1% | 1% | 0% | -6% | 0 | -3%
10 | CCCCNC(=O)C1(NC(=O)Nc2ccccc2)CCCCC1 | -2% | -14% | 3% | -12% | 5 | -8%
11 | Cc1nnc(SCC(=O)NC2CCCC2)n1-c1ccccc1 | 0% | . | -4% | . | . | -8%
12 | C[C@]12c3[nH]c4ccc(Cl)cc4c3CCN1C(=O)[C@@H](CC(=O)NCc1cccc(C(F)(F)F)c1)C[C@@H]2C(=O)N1CCOCC1 | . | . | . | . | . | .

cpd | KCNH2 3.1 inh | Tb PFK block | ELG1 genotoxic | uPA generation | Giardia killer
1 | 16 | -4% | -1% | -2% | 2
2 | -8 | -5% | 1% | 6% | 13
3 | -12 | 1% | 1% | 0% | 10
4 | 4 | -4% | -6% | 6% | 2
5 | 7 | 0% | 0% | 14% | -8
6 | 6 | -1% | -1% | 18% | 27
7 | -4 | 0% | 13% | 1% | 5
8 | 1 | 0% | -2% | -3% | 4
9 | . | -2% | . | . | .
10 | 2 | -5% | 3% | ? | 10
11 | 12 | -1% | -3% | 1% | -9
12 | -14 | 7% | -10% | ? | 2

Next part, starting with the last 3 of the part before.
cpd | mol | FLuc counter | RORgamma inh | NPC1 promoter act | VP16 counter | Coupling enz | Rab9 promoter act
10 | CCCCNC(=O)C1(NC(=O)Nc2ccccc2)CCCCC1 | -2% | -14% | 3% | -12% | 5 | -8%
11 | Cc1nnc(SCC(=O)NC2CCCC2)n1-c1ccccc1 | 0% | . | -4% | . | . | -8%
12 | C[C@]12c3[nH]c4ccc(Cl)cc4c3CCN1C(=O)[C@@H](CC(=O)NCc1cccc(C(F)(F)F)c1)C[C@@H]2C(=O)N1CCOCC1 | . | . | . | . | . | .
13 | COc1ccccc1Nc1nc(N)nc(CCl)n1 | ? | 3% | -47%[inhibitor] | ? | 3 | -56%[inhibitor]
14 | N=C1SCC(=O)N1c1ccc(Cl)cc1 | -1% | 5% | -3% | -5% | -2 | 0%
15 | O=C(O)C1CCCCC1C(=O)NCc1ccc(F)cc1 (centres undefined) | -2% | -6% | -1% | 7% | 3 | -10%
16 | O=C(NC12CC3CC(CC(C3)C1)C2)c1ccc(-c2cccc(Cl)c2)o1 | 2.4µM* | 0% | 2.8µM* | -2% | -2 | 0.89µM*
17 | Cc1cc2nc(SCCN3CCOCC3)[nH]c2cc1C | 19µM* | 13% | 4µM* | 1% | 0 | 3.5µM*
18 | Cc1cccc(C)c1Nc1nnc(SCC(=O)Nc2cc(S(=O)(=O)N3CCCCC3)ccc2Cl)s1 | 4% | -40% | -8% | 0% | 4 | -4%
19 | COCC(=O)N(Cc1cc2cc(C)ccc2[nH]c1=O)c1cccc(C)c1C | 1% | -16% | -1% | -5% | 0 | -4%
20 | O=C(N/C(=C/c1cn(-c2ccccc2)nc1-c1ccccc1)C(=O)N1CCOCC1)c1ccc(Cl)cc1Cl | -1% | -16% | 1% | -2% | 0 | -15%
21 | c1ccc2c(c1)CCNC2c1ccncc1 (centres undefined) | 2% | 21% | -2% | -11% | 2 | -9%
22 | O=C(O)c1ccc(CN2C(=O)c3ccccc3S2(=O)=O)cc1 | -1% | -2% | 19% | -6% | 16 | -4%
23 | O=C(Cc1ccc(Cl)cc1)Nc1ccccc1Sc1ccccc1 | 3% | 12% | -3% | 2% | -1 | 2%
24 | CN(CC(=O)Nc1c(Cl)cccc1Cl)C(=O)CCCN1C(=O)c2ccccc2C1=O | 0% | -3% | 6% | -6% | 2 | 0%

cpd | KCNH2 3.1 inh | Tb PFK block | ELG1 genotoxic | uPA generation | Giardia killer
10 | 2 | -5% | 3% | ? | 10
11 | 12 | -1% | -3% | 1% | -9
12 | -14 | 7% | -10% | ? | 2
13 | 9 | -3% | -4% | -4% | -16
14 | 0 | 2% | -3% | 8% | 10
15 | 1 | -8% | -1% | . | -2
16 | -26 | -3% | ? | -6% | 6
17 | 4 | 13% | 18µM* | -6% | -18
18 | 1 | 2% | -2% | 0% | 4
19 | 4 | 3% | -2% | 3% | 4
20 | -21 | 1% | 14% | -4% | 10
21 | -7 | -1% | -1% | 0% | -5
22 | -19 | 3% | 0% | 8% | -10
23 | -9 | -2% | -3% | 11% | ?
24 | 3 | -2% | 2% | . | -5

Next results.
cpd | mol | FLuc counter | RORgamma inh | NPC1 promoter act | VP16 counter | Coupling enz | Rab9 promoter act
25 | Cc1cccc2sc(NNC(=O)C3=COCCO3)nc12 | -4% | 2.2µM* | -3% | 13µM* | 1 | -8%
26 | O=C(O)C1(S(=O)(=O)c2ccc(Cl)cc2)CCC1 | -4% | -16% | 0% | -5% | 0 | 6%
27 | Cc1ccc(-c2nnc(N(C)C(=O)C3CCCO3)s2)cn1 (centres undefined) | -9% | 9% | 9% | 4% | 4 | 19%
28 | O=C1CCC(=O)N1CCSC(=S)N1CCSCC1 | -14% | 38% | 12% | 27% | 1 | 18%
29 | CC(C)(C)n1nnnc1C(c1cccnc1)N(Cc1ccccc1)Cc1cccs1 (centres undefined) | 0% | ? | 0% | ? | . | -1%
30 | CCCCCCSc1ccc([C@@H]2[C@H]3C(=O)N(CC)C(=O)[C@H]3[C@]3(C(=O)OC)CCCN23)cc1 | 1% | . | 2% | . | . | -7%
31 | O=C(c1[nH]ncc1-c1cccc(Br)c1)C1CO1 (centres undefined) | -4% | ? | 2% | ? | -9 | -20%
32 | CN(C)C(=O)CSc1nnc(CCNC(=O)OC(C)(C)C)o1 | 2% | -2% | 1% | -17% | 3 | 3%
33 | N#CCSc1nc2sccc2c(=O)n1-c1ccccc1 | 0% | -1% | 7% | -22% | -2 | 1%
34 | C/C(=N/NS(=O)(=O)c1cc(C)ccc1C)c1ccc2c(c1)OCO2 | -14% | -24% | -2% | -7% | 2 | 0%
35 | CCn1c(SCC(=O)c2cc(OC)ccc2OC)nnc1C(C)C | 5% | -20% | -14% | -28% | 0 | 9%
36 | CC(Cc1cccnc1)NC(=O)c1cc(COc2ccc(F)cc2Cl)on1 (centres undefined) | 13µM* | ? | -13% | -11% | . | 9%
37 | CCOc1ccc(N(C)S(=O)(=O)c2ccc(C)c(C(=O)NCc3ccccc3OC)c2)cc1 | -1% | . | -6% | . | . | 1%
38 | O=C(NCc1ccccn1)c1ccc(Cl)c(NC2=NC3CS(=O)(=O)CC3S2)c1 (centres undefined) | 2% | -7% | 1% | -1% | . | -3%
39 | CN1C(=O)Cc2cc(S(=O)(=O)Nc3ccc(Cl)cc3)ccc21 | 5% | ? | 2% | -17% | 7 | -5%

cpd | KCNH2 3.1 inh | Tb PFK block | ELG1 genotoxic | uPA generation | Giardia killer
25 | -6 | 5% | 0% | -8% | 2
26 | 44 | -1% | -1% | 3% | -22
27 | -3 | -1% | 14% | -5% | -29
28 | 3 | 1% | 12% | -1% | 9
29 | -16 | 1% | -6% | -3% | -3
30 | 13 | 0% | -5% | -8% | -3
31 | -7 | 1% | ? | -11% | 8
32 | 9 | -2% | 0% | 3% | -6
33 | 0 | -3% | 12% | -3% | 14
34 | 1 | 2% | 3% | 2% | 2
35 | -5 | 5% | -1% | -5% | -11
36 | -1 | 2% | -2% | -10% | -2
37 | 13 | 0% | -6% | -3% | -3
38 | 11 | 2% | 1% | -1% | 21
39 | 3 | -2% | 0% | -2% | 2
